# Screening data: PubChem BioAssay, National Center for Advancing Translational Sciences (NCATS)
# Pin1 inhibitor – human Pin1 inhibition. Q13526. Pin1 FP peptide displacement, HiFluor488, 10 min. Potency, µM (doses to about 115 µM), inactives show top-dose activity, negative = inhibition, most hits filed as inhibitors. actives 0.009% (n = 390,000). AID 504891; active = well fitted inhibition curve with a large enough effect in the polarisation, with a control signal flat, not every such curve was filed as active; inconclusive = small, poorly fitted or top-dose-only effect, or effect the other way, or a change in a side signal; inactive = no such curve, though single readings can be large or run the other way; the % refers to the polarisation; note: % is set by controls: 0 for no effect and ±100 for the full control effect
# HP1b chromo inh – HP1-beta chromodomain-methylated histone interaction inhibition; AID 540317; AlphaScreen HP1-beta / biotin-H3K9me3 peptide binding; actives 0.56% (n = 390,000); Potency, µM (top dose mostly 114 µM), inactives show at the highest dose activity change, negative = inhibition, actives largely listed as inhibitors; P83916; note: nearly all actives have a fitted effect of over 70% in size; inactives centre near 23
#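 Compound inhibition of the preformed complex between 50 nM HP1-beta and 50 nM biotinylated H3K9me3 peptide was read by AlphaScreen. Buffer was PBS pH 7.4 with 0.01% Tween-20. Incubations ran 30 min at room temperature, with 10 ug/mL donor/acceptor beads.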
# TrxR1 inh – rat TrxR1 inhibition. O89049. actives 1% (n = 390,000). Potency, µM (titrated, usually from 114 µM), inactives show at the highest dose activity change, negative = inhibition, actives largely listed as inhibitors. recombinant rTrxR1, NADPH fluorescence consumption, selenite substrate; note: % is set by controls: 0 for no effect and ±100 for the full control effect; nearly all actives have a fitted effect of over 65% in size
#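 Rat TrxR1 (90 nM in the dispensed reagent) was pre-reduced with 400 uM NADPH for 5 min at room temperature, then incubated with compound for 15 min. After 400 uM selenite was added, NADPH fluorescence (Ex 340/Em 450 nm) was followed for 8 min.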
# ERG-DNA inh – ERG Ets/DNA interaction inhibition; P11308; fluorescence polarization, His-ERG Ets domain / labelled DNA; Potency, µM (titrated, usually from 76.9 µM), inactives show top-dose FP activity, negative = inhibition, actives largely listed as inhibitors; actives 0.028% (n = 370,000); active = well fitted inhibition curve with a large enough effect in the polarisation, with a control signal flat; inconclusive = small, poorly fitted or top-dose-only effect, or effect the other way, or a change in a side signal; inactive = no such curve, though single readings can be large or run the other way; the % refers to the polarisation;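 note: polarization taken with two DNA probes labelled with fluorescein and Texas red; % of control where 0% means no effect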
# Target sequence (P11308 whole entry, looked up, the tested form may be a part): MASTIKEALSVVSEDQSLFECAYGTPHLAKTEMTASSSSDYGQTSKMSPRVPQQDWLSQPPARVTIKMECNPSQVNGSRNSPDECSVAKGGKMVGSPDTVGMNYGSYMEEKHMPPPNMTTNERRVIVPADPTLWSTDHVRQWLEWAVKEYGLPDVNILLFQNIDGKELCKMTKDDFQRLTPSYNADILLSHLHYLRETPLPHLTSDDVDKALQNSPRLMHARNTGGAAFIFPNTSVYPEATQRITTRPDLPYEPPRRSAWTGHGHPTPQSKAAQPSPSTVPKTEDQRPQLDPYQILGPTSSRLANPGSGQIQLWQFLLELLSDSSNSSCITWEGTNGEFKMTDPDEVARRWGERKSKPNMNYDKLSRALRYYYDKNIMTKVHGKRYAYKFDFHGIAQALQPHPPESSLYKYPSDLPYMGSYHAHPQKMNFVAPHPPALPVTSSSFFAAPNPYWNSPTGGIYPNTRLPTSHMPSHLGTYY
#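 His-tagged ERG Ets domain (1 uM in the protein solution; 300mM KCl, 50mM Tris-HCl, 1mM EDTA, 1mM DTT, pH 7.5) received compound, then a probe mix of 5 nM fluorescein-DNA and 100nM Texas-615-DNA. Fluorescence polarization was read for both dyes.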
# JMJD2A Tudor inh – inhibitors of human JMJD2A Tudor domain; Potency, µM (highest dose often 114 µM), without a hit: top-dose activity change, negative = inhibition, usual class: inhibitors; O75164; AlphaScreen JMJD2A-Tudor / H3K4me3 peptide binding; actives 4.4% (n = 390,000); note: % is set by controls: 0 for no effect and ±100 for the full control effect; nearly all actives have a fitted effect of over 50% in size
# GLS inhibitor – inhibitors of human glutaminase (GLS); AID 624170; O94925; GLS enzymatic activity, qHTS titration; Potency, µM (top dose mostly 45.5 µM), for the others: at the top dose activity change, negative = inhibition, usual class: inhibitors; actives 0.21% (n = 410,000); note: % is set by controls: 0 for no effect and ±100 for the full control effect
#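 Two-point fluorescence kinetic (t0, 30 min RT) for hKGA; glutamate detected via glutamate oxidase–HRP–Amplex Red. Substrate: 1 mM L-glutamine solution; buffer 45 mM KH2PO4, pH 8.2.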
# RGS4 inh – inhibitors of human regulator of G protein signaling 4; P49798; Transcreener GDP fluorescence polarization, RGS4-accelerated GTP hydrolysis; Potency, µM (titrated, usually from 114 µM), for inactives: at the highest dose activity change, negative = inhibition, hits mostly inhibitors; actives 0.039% (n = 390,000); AID 504845; note: % is set by controls: 0 for no effect and ±100 for the full control effect; nearly all actives have a fitted effect of over 75% in size; some results filed as inactive show a strong effect at the top dose
#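 MLSMR compounds (23 nl, pin-transferred) preincubated 10 min at room temperature with a 500nM (2x) first reagent, then RGS4 at 900nM (2x) plus Transcreener GDP mix added; fluorescence polarization (620/688 nm) read before and after 90 min at 30 °C.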
# Tb PGK inh – blocks T. brucei phosphoglycerate kinase | AID 602233 | PGK/GAPDH coupled, Kinase-Glo luminescence, 60 min | Potency, µM (highest dose often 57.5 µM), inactives show top-dose activity change, negative = inhibition, hits mostly inhibitors | actives 0.043% (n = 380,000) | P07378; note: % is set by controls: 0 for no effect and ±100 for the full control effect; nearly all actives have a fitted effect of over 60% in size
# Target sequence (P07378 whole entry, looked up): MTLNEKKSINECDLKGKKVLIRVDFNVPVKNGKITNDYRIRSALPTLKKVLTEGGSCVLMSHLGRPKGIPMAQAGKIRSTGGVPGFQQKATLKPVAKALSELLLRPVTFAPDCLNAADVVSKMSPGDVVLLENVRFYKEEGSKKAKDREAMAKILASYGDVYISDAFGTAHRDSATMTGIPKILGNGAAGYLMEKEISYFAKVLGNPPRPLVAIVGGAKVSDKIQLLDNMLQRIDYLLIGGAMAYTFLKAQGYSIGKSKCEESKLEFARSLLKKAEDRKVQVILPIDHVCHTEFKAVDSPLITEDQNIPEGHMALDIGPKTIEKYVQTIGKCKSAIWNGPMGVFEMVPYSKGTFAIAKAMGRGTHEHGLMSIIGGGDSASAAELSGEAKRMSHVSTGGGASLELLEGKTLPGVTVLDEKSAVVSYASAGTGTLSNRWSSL
#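 Recombinant glycosomal PGK reaction used 1,3-bisphosphoglycerate generated in-well by GAPDH (100nM final) in 100mM TEA pH 7.6, 5mM MgCl2, 0.01% Tween-20. After 60 minutes at room temperature, ATP was read by Kinase-Glo Plus luminescence end-point.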
# 12-LOX inh – inhibitors of human 12S-lipoxygenase ALOX12. Potency, µM (doses to about 108 µM), for inactives: at the top dose activity change, negative = inhibition, most hits filed as inhibitors. actives 1.1% (n = 580,000). purified 12hLO, xylenol orange hydroperoxide absorbance; note: % is set by controls: 0 for no effect and ±100 for the full control effect
#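 Hydroperoxide product was detected by ferrous iron/xylenol orange as the 573 to 405 nm absorbance ratio. Arachidonic acid at 40 uM (final) was turned over for 30 min at room temperature by 150 nM human 12hLO, pH 7.0 Hepes buffer, after 15 min compound preincubation.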
# The depositor's hits bear a star; i = inactive; u = inconclusive; x = not tested or not shown; & = joins results of further samples; [ ] = remark or other dose. Unless noted, calls come from the whole dose curve; as a rule, active = well fitted curve in the direction sought with a large enough effect; inconclusive = small, poorly fitted or top-dose-only effect, or another doubt; inactive = no such curve, though single readings can be large; an effect the other way counts as inactive or inconclusive. Potency is the fitted concentration of half-maximal effect. The list is partial, so the mix of outcomes need not match the whole.
Pin1 inhibitor	HP1b chromo inh	TrxR1 inh	ERG-DNA inh	mol	JMJD2A Tudor inh	GLS inhibitor	RGS4 inh	Tb PGK inh	12-LOX inh
37%[activator]	7%	49%[activator]	x	Cc1ccc(NC(=O)C2CC(=O)n3c(nc4ccccc43)N2)cc1 (stereo unspecified)	-16%	-1%	4%	x	-5%&14%
-9%	20%	-6%	-2%	CCn1nnnc1SCC(=O)NC1CCCC1	-15%	-10%	-39%	i	25%
-3%	20%	5%[57.1 µM]	-8%	CN(CCC#N)C(=S)Nc1ccc(S(=O)(=O)N2CCOCC2)cc1	-17%	0%	2%	-8%	1%
-2%	-1%	24%[57.1 µM]	-4%	CCN(CC)c1ccc(N2C(=O)/C(=C/c3cccs3)SC2=S)cc1	-21%	14%	26%	5%	14%
9%	26%	12%	4%	N=c1c(S(=O)(=O)c2ccc(Br)cc2)cc2c(=O)n3ccccc3nc2n1CCN1CCOCC1	-19%	-7%	-11%	-7%	-12%
-1%	17%	6%	-18%	CC(=O)C1=C(O)C(=O)N(CCc2c[nH]c3ccccc23)C1c1ccc(C)cc1 (stereo unspecified)	-26%	19%	-27%	-8%	u
15%	29%	-5%	0%	Cc1c(/C=N/N2C(=O)C3C4C=CC(C4)C3C2=O)c2ccccc2n1C (stereo unspecified)	-19%	5%	1%	2%	7%
29%	17%	1%	-2%	O=C(NC1CCCCC1)N(CCN1CCCC1)Cc1cc2cc3c(cc2[nH]c1=O)OCCO3	-29%	-9%	-5%	-3%	x
-4%	30%	4%	7%	O=C(NC1CCCC1)C1CC(O)CN1C(=O)Nc1ccccc1 (stereo unspecified)	-2%	-12%	-14%	-4%	-12%
-7%	34%	23%	-5%	CSc1nc2c(c(=O)[nH]1)C(c1cccc(Cl)c1Cl)CC(=O)N2 (stereo unspecified)	3%[11.4 µM]	1%	15%	1%	-4%
0%	27%	13%	5%	O=C(CN1C(=O)c2ccccc2C1=O)NC1CCCCCC1	-13%	-16%	-2%	i	-11%
11%	38%[activator]	12%	-11%	COCc1cc(C)nc(OCC(=O)N/N=C/c2ccc(C)cc2)c1C#N	1%	-17%	-12%	-10%	6%
1%	6%	8%[57.1 µM]	1%	CCOC(=O)c1c(C2CC2)csc1NC(=O)COC(=O)CCS(=O)(=O)c1ccc(C)cc1	-8%	13%	-5%	-8%	-6%
-1%	13%	-8%	-1%	O=C(COC(=O)CNS(=O)(=O)c1cccc(Br)c1)NC(=O)Nc1ccc2c(c1)OCCO2	0%	2%	2%	-9%	-10%
7%	11%	0%[57.1 µM]	-6%	Cc1ccc(NC(=O)CSc2sc3c(O)cc(=O)[nH]c3c2C#N)cc1C	-9%	-1%	-15%	-2%	u
-1%	-7%	3%	5%	O=C(c1cc2cc(Br)ccc2oc1=O)N1CCCC1	-6%	-3%	27%	-4%	15%
-8%	-12%	u	1%	CCCCN(CC)CCCNC(=O)c1cc2cc3ccc(C)cc3nc2o1	-3%	14%	-2%	2%	0%
3%	37%	-13%	-7%	Cc1cc(=O)n2nc(N3CCCC(C(=O)NCCc4ccc(Cl)cc4)C3)sc2n1 (stereo unspecified)	-11%	9%	13%	-3%	-27%
4%	38%	-35%	3%	COCCNC(=O)c1cc(-c2cccs2)on1	3%	0%	8%	-6%	4%
5%	78%[activator]	15%	1%	Cc1ccc(NC(=O)CC2Sc3ccccc3NC2=O)c(C)c1 (stereo unspecified)	-8%	-6%	-10%	i	-24%
2%	53%[activator]	12%	-3%	NCCc1nnc(SCc2ccc(Cl)cc2)o1	-7%	6%	-13%	-11%	-23%
-1%	26%	u	-9%	Cc1noc(/C=C/c2cccnc2)c1[N+](=O)[O-]	-10%	-21%	-44%	-1%	3%
12%	u	8%	4%	OC(CNCCC1C=Nc2ccccc21)Cn1c2ccc(Cl)cc2c2cc(Cl)ccc21 (stereo unspecified)	40µM*	17%	-9%	9%	u
2%	15%	-5%	9%	CCCN1/C(=C(\C#N)C2=NS(=O)(=O)c3ccccc32)N(C)c2ccccc21	-5%	2%	9%	11%	-3%
0%	21%	5%[57.1 µM]	10%	CCOc1ccc(NC(=S)NCc2ccco2)cc1	-24%	60%[activator]	-9%	5%	u

# Other results.
Pin1 inhibitor	HP1b chromo inh	TrxR1 inh	ERG-DNA inh	mol	JMJD2A Tudor inh	GLS inhibitor	RGS4 inh	Tb PGK inh	12-LOX inh
7%	69%[activator]	20%	-3%	O=C(O)CCCN1C(=O)C2C3c4ccccc4C(c4ccccc43)[C@@H]2C1=O (stereo partly specified)	-19%	-4%	-11%[56.9 µM]	0%	0%
-6%	32%	9%	-10%	CC(C)[C@H](NS(=O)(=O)c1ccccc1)C(=O)OCC(=O)Nc1cccc(S(N)(=O)=O)c1	-15%	-10%	-43%	-6%	417%[activator]
-9%	-3%	19%	18%	Cc1ccsc1C(=O)N(CC(C)C)c1c(N)n(Cc2ccccc2)c(=O)[nH]c1=O	-18%	15%	4%	-18%	-3%
u	33%	-4%	-7%	CS(=O)(=O)CCC(C(=O)Nc1cccc(C(F)(F)F)c1)N1Cc2ccccc2C1=O (stereo unspecified)	-22%	4%	10%	10%	1%
1%	30%	u	-6%	CS(=O)(=O)N(CC(=O)Nc1ccc(S(=O)(=O)N2CCCC2)cc1)c1ccccc1	-10%	3%	6%	5%	6%
-8%	16%	5%	-1%	CCOc1ccc(N2CC(C(=O)Nc3ccccc3N3CCOCC3)CC2=O)cc1 (stereo unspecified)	-15%	12%	20%	4%	-1%
9%	15%	2%	0%	COC(=O)c1c(NC(=O)COc2cc(C)ccc2C(C)C)sc2c1CCC(C)C2 (stereo unspecified)	-10%	-2%	8%	-3%	-19%
-2%	30%	-4%	6%	COc1ccc(/C=N/NC(=O)c2ccc[nH]2)cc1	-9%	0%	-1%	-14%	-2%
-8%	30%	7%[57.1 µM]	10%	COc1ccc(/C(C)=N/N=C(N)N)c(OC)c1	-22%	0%	17%[56.9 µM]	-3%	0%
1%	38%[activator]	-26%	-14%	CN(CC1CCOCC1)C(=O)CC1C(=O)NCCN1Cc1cccc(Oc2ccccc2)c1 (stereo unspecified)	-19%	4%	0%	3%	3%
u	4%	-3%	-2%	Cc1cc(C(=O)COC(=O)c2ccc[nH]c2=O)c(C)n1-c1ccc(Br)cc1	-30%	7%	-22%	-5%	u

# Three compounds out of the list, ordered by length of the SMILES, ascending:
Pin1 inhibitor	HP1b chromo inh	TrxR1 inh	ERG-DNA inh	mol	JMJD2A Tudor inh	GLS inhibitor	RGS4 inh	Tb PGK inh	12-LOX inh
-8%	30%	7%[57.1 µM]	10%	COc1ccc(/C(C)=N/N=C(N)N)c(OC)c1	-22%	0%	17%[56.9 µM]	-3%	0%
-2%	30%	-4%	6%	COc1ccc(/C=N/NC(=O)c2ccc[nH]2)cc1	-9%	0%	-1%	-14%	-2%
-8%	16%	5%	-1%	CCOc1ccc(N2CC(C(=O)Nc3ccccc3N3CCOCC3)CC2=O)cc1 (stereo unspecified)	-15%	12%	20%	4%	-1%

# Of the compounds above, ten have four or more nitrogen atoms.
Pin1 inhibitor	HP1b chromo inh	TrxR1 inh	ERG-DNA inh	mol	JMJD2A Tudor inh	GLS inhibitor	RGS4 inh	Tb PGK inh	12-LOX inh
37%[activator]	7%	49%[activator]	x	Cc1ccc(NC(=O)C2CC(=O)n3c(nc4ccccc43)N2)cc1 (stereo unspecified)	-16%	-1%	4%	x	-5%&14%
-9%	20%	-6%	-2%	CCn1nnnc1SCC(=O)NC1CCCC1	-15%	-10%	-39%	i	25%
-3%	20%	5%[57.1 µM]	-8%	CN(CCC#N)C(=S)Nc1ccc(S(=O)(=O)N2CCOCC2)cc1	-17%	0%	2%	-8%	1%
9%	26%	12%	4%	N=c1c(S(=O)(=O)c2ccc(Br)cc2)cc2c(=O)n3ccccc3nc2n1CCN1CCOCC1	-19%	-7%	-11%	-7%	-12%
29%	17%	1%	-2%	O=C(NC1CCCCC1)N(CCN1CCCC1)Cc1cc2cc3c(cc2[nH]c1=O)OCCO3	-29%	-9%	-5%	-3%	x
11%	38%[activator]	12%	-11%	COCc1cc(C)nc(OCC(=O)N/N=C/c2ccc(C)cc2)c1C#N	1%	-17%	-12%	-10%	6%
3%	37%	-13%	-7%	Cc1cc(=O)n2nc(N3CCCC(C(=O)NCCc4ccc(Cl)cc4)C3)sc2n1 (stereo unspecified)	-11%	9%	13%	-3%	-27%
2%	15%	-5%	9%	CCCN1/C(=C(\C#N)C2=NS(=O)(=O)c3ccccc32)N(C)c2ccccc21	-5%	2%	9%	11%	-3%
-9%	-3%	19%	18%	Cc1ccsc1C(=O)N(CC(C)C)c1c(N)n(Cc2ccccc2)c(=O)[nH]c1=O	-18%	15%	4%	-18%	-3%
-8%	30%	7%[57.1 µM]	10%	COc1ccc(/C(C)=N/N=C(N)N)c(OC)c1	-22%	0%	17%[56.9 µM]	-3%	0%
